ANO1 activ: TMEM16A chloride channel activators or potentiators, primary screen, cell-based, HTS; Anoctamin-1 (Mus musculus), Q8BHY3; HEK293 TMEM16A/YFP-H148Q/I152L, iodide quench fluorescence; hits give low values; B-score at 10 µM; actives 0.3% (n = 340,000); AID 623877, 2012;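 active = fluorescence-ratio B-score plate-corrected deviation score at least 3 library SD below zero, with starting fluorescence score within 5 deviations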;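 note: channel opened by trigger with iodide after compound preincubation; score built on the fluorescence ratio of max minus min over baseline; more negative score means more quench and so TMEM16A activation or potentiation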
Target sequence (Q8BHY3 whole entry, looked up): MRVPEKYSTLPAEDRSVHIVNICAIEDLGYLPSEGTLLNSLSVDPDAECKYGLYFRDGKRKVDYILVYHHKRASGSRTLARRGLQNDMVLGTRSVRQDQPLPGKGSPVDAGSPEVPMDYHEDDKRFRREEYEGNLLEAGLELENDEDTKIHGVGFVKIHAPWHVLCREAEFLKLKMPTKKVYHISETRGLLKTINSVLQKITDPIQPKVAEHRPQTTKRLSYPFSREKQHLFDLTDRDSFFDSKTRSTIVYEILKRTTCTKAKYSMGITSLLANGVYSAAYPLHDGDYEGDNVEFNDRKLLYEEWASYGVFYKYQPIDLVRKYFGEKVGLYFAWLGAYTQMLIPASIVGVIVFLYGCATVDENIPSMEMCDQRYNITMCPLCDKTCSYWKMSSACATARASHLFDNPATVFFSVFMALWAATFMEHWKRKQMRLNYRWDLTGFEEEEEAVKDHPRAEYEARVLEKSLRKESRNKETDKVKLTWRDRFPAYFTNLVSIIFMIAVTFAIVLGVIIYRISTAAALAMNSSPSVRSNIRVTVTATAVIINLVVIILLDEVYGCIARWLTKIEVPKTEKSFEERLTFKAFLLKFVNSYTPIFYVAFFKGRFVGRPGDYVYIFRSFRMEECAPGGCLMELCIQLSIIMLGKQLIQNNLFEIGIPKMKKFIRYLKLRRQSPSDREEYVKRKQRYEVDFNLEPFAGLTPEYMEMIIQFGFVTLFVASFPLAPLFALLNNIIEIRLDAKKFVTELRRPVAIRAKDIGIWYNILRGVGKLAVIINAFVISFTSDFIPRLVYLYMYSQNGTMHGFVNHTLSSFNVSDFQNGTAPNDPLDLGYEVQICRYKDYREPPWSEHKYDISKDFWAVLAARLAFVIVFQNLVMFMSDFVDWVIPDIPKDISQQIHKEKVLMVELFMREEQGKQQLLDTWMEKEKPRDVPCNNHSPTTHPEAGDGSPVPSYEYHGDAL
Numbers without * were called inactive; i = inactive. A portion of the library; the hit share may differ from the screen's.

| ANO1 activ | SMILES |
| --- | --- |
| i | O=C(NCCN1CCOCC1)c1ccc(S(=O)(=O)Nc2ccccc2)cc1 |
| i | CN(C(=O)CCc1nc2ccccc2c(=O)[nH]1)C1CCS(=O)(=O)C1 (centres undefined) |
| i | O=C1CCc2cc(Br)ccc2O1 |
| i | O=C(Cc1ccccc1)N(c1ccccc1)c1ccccc1 |
| i | COc1ccc(S(=O)(=O)N(C)C[C@H]2Oc3c(NC(=O)NC4CCCCC4)cccc3C(=O)N([C@H](C)CO)C[C@@H]2C)cc1 |
| i | CC(C)N(Cc1ccccc1)C(=O)CN1c2cccc3cccc(c23)S1(=O)=O |
| i | O=C(Cc1ccccc1[N+](=O)[O-])NNC(=O)c1ccncc1 |
| i | N#Cc1ccccc1OCC(=O)Nc1nnc(C2CC2)s1 |
| i | CC(Sc1nc(N)cc(=O)[nH]1)C(=O)N1CCOCC1 (centres undefined) |
| i | COc1ccc(Cl)cc1NC(=O)CN(C)C(=O)c1cccc2cccnc12 |
| i | CC(=O)Nc1ccc(S(=O)(=O)NCCC(=O)N2CCC(Cc3ccccc3)CC2)cc1 |
| i | CCOc1ccccc1NC(=O)C1CCCN1S(=O)(=O)c1ccccc1C(F)(F)F (centres undefined) |

At a glance, part of the list above:
| ANO1 activ | SMILES |
| --- | --- |
| i | CC(C)N(Cc1ccccc1)C(=O)CN1c2cccc3cccc(c23)S1(=O)=O |
| i | O=C(Cc1ccccc1[N+](=O)[O-])NNC(=O)c1ccncc1 |
| i | N#Cc1ccccc1OCC(=O)Nc1nnc(C2CC2)s1 |
| i | CC(Sc1nc(N)cc(=O)[nH]1)C(=O)N1CCOCC1 (centres undefined) |
| i | COc1ccc(Cl)cc1NC(=O)CN(C)C(=O)c1cccc2cccnc12 |
| i | CC(=O)Nc1ccc(S(=O)(=O)NCCC(=O)N2CCC(Cc3ccccc3)CC2)cc1 |
| i | CCOc1ccccc1NC(=O)C1CCCN1S(=O)(=O)c1ccccc1C(F)(F)F (centres undefined) |

Reformatted tab-delimited: entries from further up
SMILES	ANO1 activ
COc1ccc(S(=O)(=O)N(C)C[C@H]2Oc3c(NC(=O)NC4CCCCC4)cccc3C(=O)N([C@H](C)CO)C[C@@H]2C)cc1	i
CC(C)N(Cc1ccccc1)C(=O)CN1c2cccc3cccc(c23)S1(=O)=O	i
O=C(Cc1ccccc1[N+](=O)[O-])NNC(=O)c1ccncc1	i
N#Cc1ccccc1OCC(=O)Nc1nnc(C2CC2)s1	i
CC(Sc1nc(N)cc(=O)[nH]1)C(=O)N1CCOCC1 (centres undefined)	i
COc1ccc(Cl)cc1NC(=O)CN(C)C(=O)c1cccc2cccnc12	i
CC(=O)Nc1ccc(S(=O)(=O)NCCC(=O)N2CCC(Cc3ccccc3)CC2)cc1	i

(next part)
| ANO1 activ | SMILES |
| --- | --- |
| i | COc1ccc(NS(=O)(=O)c2cc(N)ccc2N2CCCCC2)cc1 |
| i | Cc1c2cc[n+](CCN3CCCCC3)cc2c(C)c2c1[nH]c1ccc(O)cc12 |
| i | Cc1cccc(-n2c(SCC(=O)c3c(N)n(C4CC4)c(=O)[nH]c3=O)nnc2N2CCOCC2)c1 |
| i | CC(OC(=O)c1ccc(CN2CCCC2=O)cc1)C(=O)Nc1ccc(Cl)cc1 (centres undefined) |
| i | O=C1OCCN1C(=O)[C@H]1[C@H](c2ccc([N+](=O)[O-])cc2)C(c2ccccc2)=NN1c1ccc(Br)cc1 |
| i | Cc1ccc(C(=O)CCC(=O)NC2=NCCS2)cc1 |
| i | Nn1c(SCC(=O)Nc2nccs2)nnc1-c1cccnc1 |
| i | Cc1cc(C)n2nc(C(=O)Nc3cc(S(=O)(=O)N4CCCCC4)ccc3C)nc2n1 |
| i | COc1cc(/C=C(\C(=O)O)c2ccc(S(=O)(=O)N3CCCC3)s2)ccc1OCCC(C)C |
| i | CC1CCC(NC(=O)c2cc(Cl)nc3ccccc23)CC1 (centres undefined) |
| -21* | CC(C(=O)Nc1ccc(F)cc1Cl)N1CCN(S(=O)(=O)c2cccs2)CC1 (centres undefined) |
| i | COc1ccc2nc(SCC(=O)NC(C)c3ccccc3)[nH]c2c1 (centres undefined) |
| i | C=C[C@H](CC(C)C)N(Cc1ccccc1)S(=O)(=O)N(Cc1ccccc1)[C@@H](C=C)CC(C)C |
| i | CC(C)(C)c1ccc(C(=O)NCCC(=O)Nc2ccc3c(c2)OCCO3)cc1 |
| i | CC(C)NC(=O)c1ccc(NC(=O)CC2SC(N3CCCCC3)=NC2=O)cc1 (centres undefined) |
| i | O=C(NCc1ccc(F)cc1)N1CCN(C(=O)c2ccccc2)CC1 |
| i | COc1ccc(/[N+]([O-])=C/c2ccoc2)cc1 |
| i | O=C(NN=Cc1ccccc1Cl)c1ccc([N+](=O)[O-])cc1 |
| i | C[C@H](CO)N1C[C@H](C)[C@@H](CN(C)Cc2ccc(Oc3ccccc3)cc2)Oc2c(NS(=O)(=O)c3cn(C)cn3)cccc2C1=O |
| i | COCCn1c(SCC(=O)Nc2c(C)n(C)n(-c3ccccc3)c2=O)nc2ccccc2c1=O |
| i | COc1ccc(/C=C/C(=O)OCC(=O)c2c[nH]c3ccccc23)cc1 |
| i | Cc1cc(C(=O)NCC(=O)OCC(=O)NCC2CCCO2)ccc1[N+](=O)[O-] (centres undefined) |
| i | Cc1cc(C(=O)O)ccc1[N+](=O)[O-] |
| i | COc1ccc(/C=C/C(=O)Nc2cccc(S(=O)(=O)NC3=NCCCCC3)c2)c(OC)c1 |
| i | O=C1NC2c3c(I)sc(I)c3C(=O)C2O1 (centres undefined) |
| i | Cc1cc(OCC(=O)OCC(=O)Nc2cccnc2Cl)ccc1Cl |
| i | CCNc1ncnc2c1cnn2C1CCCCO1 (centres undefined) |
| i | CN(C(=O)COC(=O)Cc1ccc(Cl)cc1)C1CCCCC1 |
| i | COc1cc(OC)cc(C(=O)NNC(=O)c2ccc3ccccc3n2)c1 |
| i | O=C(c1ccccc1)C1CC=CCC1C(=O)c1ccccc1 (centres undefined) |
| i | COc1ccccc1/C=C/C(=O)OCC(=O)NC1CC1 |
| i | CCN(CC)c1ccc(NC(=O)COc2ccc(-n3cnnn3)cc2)cc1 |
| i | C=CCC[C@@H](Cc1ccc(F)cc1)C(=O)OC[C@@H](Cc1c[nH]c2ccccc12)NC(=O)[C@H](CC=C)CC(=O)N[C@H](CO)Cc1ccccc1 |
| i | CC1CCC2(CC1)NC(=O)N(NC(=O)c1cccs1)C2=O (centres undefined) |
| i | Cc1cc(=O)oc2c(O)c(O)ccc12 |
| i | CCOC(=O)C1CCN(C(=O)c2ccc(N3CCOCC3)c([N+](=O)[O-])c2)CC1 |

In the list so far, these contain bromine:
| ANO1 activ | SMILES |
| --- | --- |
| i | O=C1CCc2cc(Br)ccc2O1 |
| i | O=C1OCCN1C(=O)[C@H]1[C@H](c2ccc([N+](=O)[O-])cc2)C(c2ccccc2)=NN1c1ccc(Br)cc1 |

(further entries)
| ANO1 activ | SMILES |
| --- | --- |
| i | CS(=O)(=O)c1ccc(Cl)c(NC(=O)C2CCCCN2S(=O)(=O)c2ccccc2)c1 (centres undefined) |
| i | COc1ccc(S(=O)(=O)Nc2ccccc2N2CCOCC2)cc1OC |
| i | CCOC(=O)c1c(C)[nH]c(C)c1C(=O)COC(=O)CSc1ccc(C)cc1 |
| i | CC(C)(C)OC(=O)N[C@@H](Cc1ccccc1)C(=O)N[C@@H](CO)[C@H](O)[C@@H]1C[C@@H]1C(=O)NC1CCCCC1 |
| i | CCn1nc(C(=O)NNS(=O)(=O)c2cc(/C=C/C(=O)O)cc(OC)c2OC)c2ccccc2c1=O |
| i | O=C(CCCOc1ccccc1)NNC(=O)c1ccncc1 |
| i | O=C(Cc1cccc(NC(=O)C2CCN(C(=O)CCc3ccccc3)CC2)c1)Nc1cccc(C(=O)N2CCCC2)c1 |
| i | N#Cc1ccc(NC2c3ccccc3CC2O)cc1 (centres undefined) |
| i | COc1cccc(C(=O)OCC(=O)c2c[nH]c3ccccc23)c1OC |
| i | COc1ccc(OCCCC(=O)Nc2cccc(S(=O)(=O)N3CCCCCC3)c2)cc1 |
| i | CCOC(=O)c1c(C)[nH]c(C(=O)COC(=O)c2cnccn2)c1C |
| i | Cc1ccc(C)c(C(=O)CN2C(=O)NC3(CCc4ccccc43)C2=O)c1 (centres undefined) |
| i | O=C(COC(=O)c1cccnc1Cl)Nc1cc(S(=O)(=O)N2CCCCCC2)ccc1Cl |
| i | COc1cccc(/C=N/NC(=O)c2cc(-c3ccccn3)nc3ccccc23)c1O |
| i | OC(Cc1cccnc1)c1ccccc1 (centres undefined) |
| i | COc1cc(CNc2ccc(S(N)(=O)=O)cc2)ccc1OCc1ccccc1F |
| i | Cc1ccc(S(=O)(=O)NCCC(=O)NCC(c2ccc(F)cc2)N2CCOCC2)cc1 (centres undefined) |
| i | Cn1cccc1C(=O)OCC(=O)NCCc1ccccc1 |
| i | CCOc1ccc(NC(=O)C2CC(=O)N(Cc3ccco3)C2)cc1 (centres undefined) |
| i | CC(C)(C)[C@H]1COC(=O)[C@@H](Cc2ccc(F)cc2)CC/C=C/C[C@@H](CC(=O)N[C@H](CO)Cc2ccccc2)C(=O)N1 |
| i | CCc1ccc(CN(C)CC(=O)Nc2ccc(S(=O)(=O)N3CCOCC3)cc2)cc1 |
| i | COc1ccc(CNC(=O)COC(=O)c2c(C)nn(-c3ccccc3)c2C)cc1OC |
| i | COc1ccc(C)cc1NC(=O)c1cc(C2CC2)nc2c1c(C)nn2C1CCS(=O)(=O)C1 (centres undefined) |
| i | CC1CCCC(C)N1C(=O)/C=C/c1ccc(S(=O)(=O)N2CCOCC2)cc1 (centres undefined) |
| i | CCc1nc(SCC(=O)N2CCc3ccccc32)c2oc3ccccc3c2n1 |
| i | CC1(C)C=Cc2c(ccc3c2OC[C@H](c2ccc(O)cc2O)C3)O1 |
| i | S=C(NN=Cc1ccccn1)N(Cc1ccccn1)Cc1ccccn1 |
| i | Cc1cc(C(=O)NNC(=O)CN2C(=O)NC3(CCCCC3)C2=O)c(C)o1 |
| i | CC1CN=C(c2ccccc2)O1 (centres undefined) |
| i | O=C(C=Cc1ccccc1)c1ccc([N+](=O)[O-])cc1 |
| i | C=CCCN([C@H](CO)Cc1ccccc1)S(=O)(=O)c1ccccc1Br |
| i | C[C@H](CO)N1C[C@H](C)[C@@H](CN(C)Cc2ccc(Oc3ccccc3)cc2)Oc2ccc(NC(=O)Cn3cnnn3)cc2C1=O |
| i | O=C(O)c1ccc(NC2(C(=O)O)CCCC2)cc1 |
| i | O=C1CC[C@@H]2CC3(C[C@@H]4CCN1[C@H]24)Nc1cc(Cl)ccc1NC3=NC1CCCCC1 (some centres undefined) |
| i | O=C(CSc1nc2c(cnn2-c2cccc(Cl)c2)c(=O)[nH]1)NCCC1=CCCCC1 |
| i | CCOc1ccccc1NC(=O)C(c1ccccc1)N1CCN(CC(=O)N2CCCC2)CC1 (centres undefined) |
| i | CC(C)N(Cc1nnc(-c2ccccc2Br)o1)C(=O)c1cc(Cl)nc2ccccc12 |
| i | CN(c1ccc(F)cc1)S(=O)(=O)c1ccc(Cl)c(C(=O)NCc2ccco2)c1 |
| i | O=S(=O)(Nc1ccc(S(=O)(=O)N2CCCC2)cc1)c1ccc(F)cc1F |
